# Source: PubChem BioAssay (several laboratories)
# CAL PDZ FP-1 – CAL PDZ (human) peptide binding inhibition | inhibition, % at 24.9 µM | actives 0.92% (n = 300,000) | AID 602252 | purified CAL PDZ, TMR-peptide fluorescence polarization, 1 h;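 active = mean inhibition of at least 30% with at least half of replicates also reaching 30%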;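 note: 0% = DMSO neutral control and 100% = excess unlabeled competitor peptide PRC23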
# CAL PDZ FP-2 – blocks peptide binding to human CAL PDZ domain. Q9HD26. purified CAL PDZ, TMR-peptide fluorescence polarization, 1 h. inhibition, % at 20 µM. actives 0.02% (n = 330,000). AID 504414;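 active = highest replicate inhibition of at least 40%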;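 note: plate controls were DMSO neutral control wells for no effect and unlabeled competitor peptide control wells for full effect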
#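 Material – purified CerCALP PDZ construct · Detection – FP readout, S and P plane fluorescence · Measure – percent inhibition from loss of millipolarization · Controls – unlabelled peptide for full inhibition, DMSO wells as neutral · Probe or stimulus – TMR-labelled reporter peptide T*-PRC34 bound in PDZ groove · Times – 1 h at RT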
# NSD2 HMT inh – NSD2 (human) methyltransferase inhibition; O96028; NSD2 peptide methylation, AlphaScreen, 120 min; inhibition, % at 12.5 µM; actives 0.54% (n = 310,000); in the data active = inhibition above about 50%
# Pemphigus Ab inh – blocks pemphigus antibody binding to human desmoglein-3. P32926. DSG3-coupled beads, scFv-anti-DSG3-GFP binding, flow cytometry; hits give low values. binding (percent of control), % at 10 µM. actives 0.48% (n = 310,000). AID 588358;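 active = binding more than 3 SD below its plate's average and above zero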;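 note: hits lower antibody fragment binding to DSG3; some compounds called inactive have numbers as strong as hits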
# Keap1 Nrf2 FP – inhibitors of human Keap1-Nrf2 protein-protein interaction | Keap1 Kelch-Nrf2 peptide fluorescence polarization, 1536-well | inhibition, % at 9.4 µM | actives 0.15% (n = 340,000) | AID 504523; in the data active = inhibition above about 12%;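 note: human Keap1 Kelch domain with fluorescein labeled Nrf2 9mer peptide probe; 0% = neutral control wells and 100% = peptide positive control; higher means more block of Keap1 binding to Nrf2 peptide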
# Target sequence (Q14145 whole entry, looked up, the tested form may be a part): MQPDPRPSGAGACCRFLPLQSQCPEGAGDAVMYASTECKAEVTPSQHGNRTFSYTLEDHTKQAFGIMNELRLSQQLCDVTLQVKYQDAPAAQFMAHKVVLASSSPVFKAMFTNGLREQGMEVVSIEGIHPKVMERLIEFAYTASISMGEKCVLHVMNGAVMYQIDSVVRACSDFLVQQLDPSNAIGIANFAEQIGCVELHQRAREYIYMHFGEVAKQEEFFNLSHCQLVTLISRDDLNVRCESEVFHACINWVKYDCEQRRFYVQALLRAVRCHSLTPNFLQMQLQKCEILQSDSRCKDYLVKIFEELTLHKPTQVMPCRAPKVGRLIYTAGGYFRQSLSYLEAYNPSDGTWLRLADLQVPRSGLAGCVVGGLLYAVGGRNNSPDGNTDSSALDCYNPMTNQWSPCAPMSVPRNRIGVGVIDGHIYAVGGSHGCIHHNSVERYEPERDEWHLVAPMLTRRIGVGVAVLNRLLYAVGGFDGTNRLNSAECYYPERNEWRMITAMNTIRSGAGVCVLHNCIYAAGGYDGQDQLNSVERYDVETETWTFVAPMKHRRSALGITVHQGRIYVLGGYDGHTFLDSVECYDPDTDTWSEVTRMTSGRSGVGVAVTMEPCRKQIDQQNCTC
# Arrestin-AP2 inh – human beta-arrestin and AP2 interaction inhibition; inhibition, % at 10 µM; FITC-arrestin peptide / GST-AP2 beads, flow cytometry; AP2 beta2 appendage carries R879A mutation; actives 0.31% (n = 340,000);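 active = inhibition above a set limit, near 3 SD of compounds lacking own fluorescence, cut at about 54% in these data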;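 note: plate controls were DMSO wells for no effect and 5 µM unlabelled arrestin peptide for full effect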
#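 Test system: GST-tagged AP2 beta2-adaptin appendage (R879A) on 4 µm glutathione beads; also added: fluorescein-tagged arrestin peptide at 50 nM final; timing: 12 min plus 1 h, RT; signal: flow cytometry, FL1 (488/535 nm); read-out: percent drop in bead-associated FITC signal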
# Cardiac RTF inh – cardiac RTF calcium desensitization; inhibition, % at 7.15 µM; actives 0.12% (n = 340,000); IANBD-labeled cardiac RTF, Ca2+ fluorescence; P19429+P45379;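 active = inhibition above the mean inhibition of all tested compounds plus 3 SD, cut at about 17% in these data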;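 note: assay run at fixed EC70 calcium of 1.6 mM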
# LANA DNA inh – inhibitors of KSHV LANA C-terminal domain DNA binding; AID 504423; actives 0.078% (n = 340,000); MBP-C-LANA/FAM-LBS DNA binding, fluorescence polarization; inhibition, % at 9 µM;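 active = highest replicate inhibition at or above 60% at 9 µM, even if other replicates fall short; inactive = all replicates below 60% inhibition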;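 note: 0% = neutral control wells and 100% = 4 µM acridine orange control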
# DAGLB inhibitor – blocks human DAGLB lipase activity; HEK293T DAGLB membrane lysate, EnzChek fluorogenic substrate; Q8NCG7; inhibition, % at 5.17 µM; AID 504411; actives 0.059% (n = 340,000); in the data active = inhibition above about 34%;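 note: 0% = enzyme with vehicle and 100% = wells lacking enzyme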
# V-ATPase pH – alters yeast V-ATPase proton transport | S. cerevisiae, pHLuorin cytosolic pH fluorescence | response, % at 10 µM | actives 0.37% (n = 350,000) | AID 504577; in the data active = response mostly above about 7.3%, no sharp cut-off; inactive = mostly below about 5.4%; note: actives read high; inactives centre near 0; some compounds called inactive have numbers as strong as hits
# An asterisk follows results filed as active; · = no result given. Some of the compounds tested, so the mix of outcomes need not match the whole.
SMILES,CAL PDZ FP-1,CAL PDZ FP-2,NSD2 HMT inh,Pemphigus Ab inh,Keap1 Nrf2 FP,Arrestin-AP2 inh,Cardiac RTF inh,LANA DNA inh,DAGLB inhibitor,V-ATPase pH
CN(C)c1ccc(/C=N/NC(=O)c2nnn(-c3nonc3N)c2CN(C)c2ccccc2)cc1,-3.6,-1.7,-1.5,94.9,-6.0,-3.8,-4.0,-0.3,2.7,-0.5
CCOc1ccccc1-c1nn2c(Cc3ccccc3)nnc2s1,·,-5.0,-3.4,95.4,-1.4,34.4,-6.8,-8.0,-0.3,-3.9
COCCCNC(=O)c1cc2c(-c3cccc(OC)c3)nn(C)c2s1,4.2,-7.9,-0.8,98.8,-8.8,12.9,-6.9,-2.3,-1.9,1.5
Cc1cc(C)c(C(=O)N(CCN(C)C)CC2CCCN(Cc3ccccc3F)C2)o1 (stereo not given),-2.2,-0.7,6.2,170.5,0.8,-11.3,-6.6,2.3,0.8,-3.6
CC(=O)Nc1cccc(C(=O)/C=C/c2ccc(Br)cc2)c1,-3.8,-1.0,8.5,97.3,-1.8,4.2,2.8,1.6,6.4,-4.8
CC(=O)Oc1ccc(C(=O)Nc2ccc(S(=O)(=O)N3CCOCC3)cc2)cc1,-5.2,-0.1,-1.1,120.2,-1.4,-0.8,-11.2,1.1,-1.3,0.5
ONC(=Nc1ccccc1Cl)c1c(F)cccc1F,-1.9,-0.6,-1.6,111.2,-0.4,29.7,-0.8,-0.6,-1.9,3.9
CCOC(=O)c1ccc(NC(=O)C2(c3ccc(OC)cc3)CCCC2)cc1,-2.0,-0.7,0.5,103.9,0.1,2.3,-5.8,-0.5,-7.6,-2.9
COC(=O)c1ccc(NC(=O)COC(=O)C2CCC2)cc1,-1.2,-3.2,-4.9,97.2,-5.0,-0.4,-4.2,-0.4,-1.3,-1.6
CC(C)Cc1nnc(NC(=O)CCC(=O)N2CCN(S(=O)(=O)c3ccccc3)CC2)s1,-2.3,-0.3,-2.4,98.2,-1.5,4.2,-13.2,1.1,1.9,-2.2
Cc1ccc(C(=O)N/C(=C\c2ccco2)C(=O)N2CCOCC2)cc1C,-1.4,-2.1,8.8,119.5,-4.7,-9.6,1.4,1.1,2.4,-2.4
C=C1[C@H]2O[C@H]2[C@@H](OC(C)=O)[C@@]2(C)[C@@H](OC(C)=O)C[C@@H](OC(C)=O)[C@@](C)(O)[C@@H]2[C@@H](OC(C)=O)[C@@]2(O)[C@@H](C)C(=O)O[C@H]2[C@H]1Cl,-2.5,0.4,·,103.8,-25.5,-21.4,3.3,0.6,-1.7,-1.5
O=S(=O)(Nc1ccc(Nc2ccccc2)cc1)c1ccc(F)cc1,-3.9,2.3,·,114.2,-6.0,6.5,2.0,0.2,-2.0,0.9
CCn1c(=O)c2c(n3c(=S)[nH]nc13)-c1ccccc1CC21CCCCC1,0.9,-2.0,5.3,101.0,3.6,-21.2,-2.4,0.5,-0.1,3.9
COC(=O)CNC(=O)c1cc(-c2ccncc2)nc2ccc(C)cc12,-1.1,-1.2,-0.4,111.1,-7.0,-12.2,-4.9,-0.1,2.0,5.2
COc1ccc(CCC(=O)OCC(=O)Nc2sccc2C(N)=O)cc1,-2.2,-0.6,1.0,·,0.9,23.3,-7.3,0.7,-4.0,5.4
COc1ccc(C(=O)OCC(=O)Nc2ccc(F)c(F)c2)cc1OC,-0.9,-1.1,-2.0,·,-0.6,19.2,-24.6,-2.0,-1.2,-1.2
CC1CCC2(CC1)NC(=O)c1ccccc1O2 (stereo not given),-3.2,-3.8,-0.3,104.5,-3.7,-1.9,-9.9,-1.1,-3.5,2.0
Cc1ccc2c(c1)NC(=O)C(CC(=O)NCCN(C)C)O2 (stereo not given),·,-0.1,·,102.1,-5.0,-9.0,-4.5,0.1,0.7,-1.1
COc1ccc(NC2=CC(=O)CC(C)(C)C2)cc1,17.8,-0.3,35.6,100.5,-2.7,2.1,-2.0,1.3,3.1,0.7
O=S(=O)(c1cc(F)cc(F)c1)N1CCN(c2ncccn2)CC1,-3.2,-0.6,-6.6,121.8,0.9,-8.8,2.0,0.7,-4.7,2.3
COc1ccc(NC(=O)Nc2cccnc2)cc1,-4.3,-1.4,-0.6,100.2,-5.0,1.1,-16.4,4.8,-0.5,2.4
O=C(O)CCN1C(=O)c2ccc(NC(=O)C(c3ccccc3)c3ccccc3)cc2C1=O,-5.0,-1.0,·,100.3,-6.9,-8.8,-3.0,-2.7,2.0,-0.9
COC(=O)Cc1cc(=O)n2c(nc3ccccc32)[nH]1,-2.6,1.5,-1.8,117.1,0.6,-17.4,0.7,-4.5,-0.3,0.7
CCOc1ccccc1N(CC(=O)Nc1ccc(C)cc1)S(C)(=O)=O,-3.3,-0.3,-2.0,·,1.1,24.8,4.1,-0.3,-0.9,-2.4

# Reprinted from the part before: 2 entries, followed by the next part.
SMILES,CAL PDZ FP-1,CAL PDZ FP-2,NSD2 HMT inh,Pemphigus Ab inh,Keap1 Nrf2 FP,Arrestin-AP2 inh,Cardiac RTF inh,LANA DNA inh,DAGLB inhibitor,V-ATPase pH
COC(=O)Cc1cc(=O)n2c(nc3ccccc32)[nH]1,-2.6,1.5,-1.8,117.1,0.6,-17.4,0.7,-4.5,-0.3,0.7
CCOc1ccccc1N(CC(=O)Nc1ccc(C)cc1)S(C)(=O)=O,-3.3,-0.3,-2.0,·,1.1,24.8,4.1,-0.3,-0.9,-2.4
S=C(N=Nc1ccccc1)NNc1ccccc1,-3.9,-0.5,·,93.6,-0.7,-6.3,11.5,-1.4,11.5,3.2
Cc1cc(=O)n(C)c(=O)n1CCCCOc1ccc([N+](=O)[O-])cc1,-1.4,0.6,0.5,105.8,0.5,9.1,-2.8,0.2,-0.9,0.0
CCCCn1nnnc1NCc1ccc(OC)c(OC)c1,-0.7,-2.5,·,85.2,-4.0,18.9,8.4,-0.4,1.8,-3.9
Cc1ccc(NC(=O)C[n+]2cc(-c3ccccc3)n3c2CCC3)c(C)c1,3.6,-1.7,-0.6,107.3,-2.1,7.7,-11.5,-0.9,-1.3,-2.1
COc1ccc(CN2C(=NC(=O)COc3ccccc3)SC3CS(=O)(=O)CC32)cc1 (stereo not given),·,-0.3,-2.0,104.2,-6.0,-18.2,-2.4,-1.2,1.0,0.5
CC(=O)NCCc1nc2ccccc2n1Cc1cccc(C)c1,-4.6,-0.1,-0.1,100.1,-1.3,0.7,5.4,-1.4,0.1,-3.0
COc1ccc(N2C(=O)CC3(CCCC3)CC2=O)cc1,-2.6,0.7,-0.8,100.3,-2.1,6.7,-32.8,2.7,-3.5,1.2
Cc1cc(=O)oc2cc(NC(=O)C3CC(=O)N(Cc4ccccc4)C3)ccc12 (stereo not given),-2.0,-5.8,-1.0,96.8,-6.8,1.2,-5.3,-1.3,-0.8,0.0
COc1ccc(-c2csc3nc(C)n(-n4cccc4)c(=O)c23)cc1OC,-2.6,-2.6,1.9,107.9,-3.1,1.4,0.1,-0.3,-1.7,-3.8
Cc1nc2nc(C)c(NS(=O)(=O)c3ccc4c(c3)CCCC4)c(=O)n2[nH]1,-6.4,-2.2,0.0,102.0,-0.8,13.1,-1.1,-2.6,-0.6,-2.5
Cn1nc(C(F)(F)F)c(-c2ccc(F)cc2)c1NC(=O)CSCC(=O)O,-1.9,1.3,-0.5,·,-9.3,10.7,5.5,-0.2,3.1,4.4
Cc1cc(NCCCCCCCNc2cc(C)nc3cc([N+](=O)[O-])ccc23)c2ccc([N+](=O)[O-])cc2n1,-3.2,-1.0,1.7,82.4,·,26.5,6.7,·,9.6,2.3
C#Cc1ccc([C@@H]2C=C(C(=O)NCc3nc4ccccc4[nH]3)O[C@H](OCC)[C@H]2CCCO)cc1,-0.6,-0.2,·,110.1,-10.5,1.3,7.6,-1.3,1.1,-0.5
CCC1CCCCN1CCCNC(=O)CS(=O)(=O)Cc1nc(-c2cccc(OC)c2)oc1C (stereo not given),0.3,0.0,1.2,105.9,-4.7,27.8,0.5,1.3,-1.8,3.0
CCn1c(SCc2ccc(C(=O)O)cc2)nnc1-c1ccc(Cl)cc1,5.6,-0.8,-0.4,120.6,2.0,-16.2,-4.1,-1.9,-0.7,-0.3
CN(C)/C=C/C(=O)c1ccn(S(=O)(=O)c2ccccc2)c1,3.1,-13.0,-0.8,102.8,-1.1,31.2,-12.7,1.5,4.8,6.1
N#Cc1ccc(-c2csc(NC(=O)c3ccc(S(=O)(=O)N4CCc5ccccc5C4)cc3)n2)cc1,-3.1,-0.6,5.6,91.0,-4.4,5.8,-7.5,-1.3,-0.2,3.2
Cc1ccc(-c2cc(C(=O)N/N=C/c3c(C)nn(C)c3C)c3ccccc3n2)c(C)c1,-1.5,-1.4,-7.5,102.8,-3.4,25.9,-10.3,0.7,-0.7,-1.0
Cc1cc(=O)oc2cc(OCC(=O)N/N=C/c3ccccc3[N+](=O)[O-])ccc12,1.6,-2.4,1.4,95.9,-0.2,22.0,8.7,2.5,0.6,1.4
Cc1cccc(NCC(=O)N/N=C/c2ccc(Br)cc2)c1,-3.1,1.0,3.0,93.3,-1.2,12.6,3.7,2.0,1.0,3.0
CC(C)=CCN1CCN(Cc2cnc(-c3ccccc3)s2)CC1CCO (stereo not given),-1.8,0.5,9.3,102.0,-1.1,6.5,-7.8,-0.4,1.7,-1.6
O=C(Cn1nc(Cc2cccnc2)c2ccccc2c1=O)NCCCN1CCCC1=O,8.9,0.4,·,107.8,1.5,6.1,-13.6,-0.6,1.4,2.5
CC(=O)Nc1cccc(OCC(=O)NS(=O)(=O)c2ccc(Cl)cc2)c1,·,-4.5,-1.3,·,2.8,6.2,-6.6,0.3,1.0,2.2
COc1ccc(-c2nc(CS(=O)CC(=O)NCc3ccco3)c(C)o2)cc1OC (stereo not given),-1.4,-1.2,·,111.8,-9.3,-1.2,-10.4,-2.5,-0.9,-2.7
COc1cc2c(cc1OC)CN(C(=O)COc1ccccc1C#N)CC2,-6.8,·,3.2,108.9,1.3,1.0,-1.7,0.5,-1.4,-1.5
O=C(O)c1ccc(S(=O)(=O)N(CCc2ccccc2)Cc2ccc(Cl)cc2)cc1,-8.0,-0.8,2.7,124.7,2.5,3.7,2.8,0.8,3.7,-1.5
C=CCSc1nnc(CCCCCN2C(=O)c3cccc4cccc(c34)C2=O)o1,-3.9,-4.1,-4.7,80.8,1.6,21.6,-3.5,-1.8,-5.0,-2.1
O=C(Nc1cccc(C(F)(F)F)c1)c1cccnc1N1CCCC1,-3.3,-0.2,-0.4,105.9,-0.2,16.9,4.6,0.1,0.3,-1.3
O=C(CN1C(=O)NC2(CCCc3ccccc32)C1=O)N1CCCCC1 (stereo not given),·,-0.3,-0.7,94.4,0.5,14.6,-10.7,0.2,3.6,2.1
COC(=O)c1ccc(NC(=O)CSc2nc(N)c(NC(=O)c3ccc(Br)o3)c(=O)[nH]2)cc1,-0.5,-1.0,-1.3,101.9,1.3,-2.8,0.1,-0.8,-1.7,5.1
